INS-1E GSIS act: primary screen for activators of insulin secretion dependent on glucose, INS-1E cells, GLuc reporter luminescence. AID 743287. INS-1E GLuc reporter insulin secretion, 2-3 h. activation, % at 16.6 µM. 370,000 compounds, 0.61% hits;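 active = lowest replicate activation of at least 40%, so every replicate reaches that level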;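 also: 0% = median of neutral control wells and 100% = median of IBMX positive control wells; some compounds called inactive have numbers as strong as hits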
F508del corr: correctors of CFTR F508del function in bronchial epithelial cells; CFBE cells, YFP halide quenching; stimulated with forskolin plus potentiator P3; % fluorescence drop versus neutral controls; 350,000 compounds, 0.36% hits; activity (quench increase), % at 7.58 µM;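 active = mean added fluorescence quench of at least 8% versus neutral control, with both replicates also reaching 8%; inconclusive = only one of the mean or replicate conditions met; inactive = mean below 8% and not both replicates reaching 8%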;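 also: cells transiently co-express mutant CFTR-F508del with the halide-sensitive YFP; corrector assay measuring rescue of mutant channel to the surface after 24 h compound exposure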
RAD52 anneal inh: RAD52 (human) annealing inhibition. recombinant RAD52 DNA annealing, FRET fluorescence. inhibition, % at 18.7 µM. 360,000 compounds, 0.46% hits;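 active = every replicate showing at least 50% inhibition; inconclusive = mean inhibition at least 50% but not in every replicate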
Casp6 inh: blocks human caspase-6 cleavage activity. P55212. purified caspase-6, Z-VEID-R110 cleavage fluorescence. inhibition, % at 12.5 µM. 350,000 compounds, 0.53% hits. AID 686996;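 active = mean inhibition across replicates at least about 35%, with every replicate also reaching that limit, limit read from the data; inconclusive = only one of the two criteria met; inactive = neither criterion met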;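 also: 0% = median of neutral control wells and 100% = no fluorescence left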
Target sequence (P55212 24-179 limits assumed): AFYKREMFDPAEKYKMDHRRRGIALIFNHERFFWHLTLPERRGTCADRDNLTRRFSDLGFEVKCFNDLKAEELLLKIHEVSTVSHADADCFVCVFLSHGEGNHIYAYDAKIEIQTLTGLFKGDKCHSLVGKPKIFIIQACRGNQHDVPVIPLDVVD
Target sequence (P55212 194-293 limits assumed): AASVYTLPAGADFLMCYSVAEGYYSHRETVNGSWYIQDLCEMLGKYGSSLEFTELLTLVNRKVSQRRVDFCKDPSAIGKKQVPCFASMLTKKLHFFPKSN
DENV2 CPE rescue: DENV2-induced cell death inhibition; DENV2-infected cells, cytopathic effect rescue, plate reader; CPE inhibition, % at 9.99 µM; 350,000 compounds, 1.7% hits; in the data active = CPE inhibition above about 20%, passing the limit was not always enough; inconclusive = no clear call, values can overlap the other calls; tested in BHK-21 cells;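 also: 0% = median of neutral control wells and 100% = median of positive control wells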
RAD54 branch: blocks human RAD54 Holliday junction branch migration; Q92698; FAM/BHQ fluorescence; inhibition, % at 10.4 µM; 360,000 compounds, 0.14% hits; AID 602329;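 active = mean normalized replicate activity at least 40 and at least half of replicates scoring 40 or more; inconclusive = only one of the two criteria met; inactive = mean below 40 and under half of replicates reaching 40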;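 also: 0% = median of neutral control wells and 100% = median of positive control wells; inhibitors cause a drop in the FAM fluorescence signal; in these data hits start at about 50%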
Xi reactivation: reactivates the inactive X chromosome in mouse fibroblasts | XiGFP mouse fibroblasts, % GFP-positive cells imaging, 3 d; cells co-treated with 5-aza-dC sensitizer; scaled so ellipticine positive control = 100% | activation, % at 7.58 µM | 360,000 compounds, 0.055% hits;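 active = mean normalized replicate activation at least 10% and every replicate at or above 10%; inconclusive = only one of the two criteria met; inactive = mean below 10% and not all replicates reach 10%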;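 also: 0% = median of on-plate neutral control wells and 100% = ellipticine 6 µM median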
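System: 68-5-11 XiGFP fibroblast line; Timing: 3 days compound exposure; Compound dosing: one concentration, pinned; Benchmarks: positive control ellipticine, 6 µM final; Buffer or medium: DMEM containing 5-aza-dC.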
E-sel inducer: induces E-selectin expression in human endothelial cells | AID 686992 | activation, % at 7.58 µM | HUVEC E-selectin immunofluorescence imaging; normalized: neutral wells 0, TNF-alpha wells 100 | 260,000 compounds, 0.37% hits | P16581;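 active = mean E-selectin-positive cell signal at least 10% of the positive control, reached in at least 60% of replicates, without over 20% cell loss; inconclusive = no rule given, readout overlaps actives, possibly toxicity-flagged; inactive = the rest, including those meeting only one limit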;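 also: in these data hits start at about 27%; measured in HUVEC primary endothelial cells; signal is the percent of cells scored E-selectin positive by PE staining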
Target sequence (P16581 whole entry, looked up): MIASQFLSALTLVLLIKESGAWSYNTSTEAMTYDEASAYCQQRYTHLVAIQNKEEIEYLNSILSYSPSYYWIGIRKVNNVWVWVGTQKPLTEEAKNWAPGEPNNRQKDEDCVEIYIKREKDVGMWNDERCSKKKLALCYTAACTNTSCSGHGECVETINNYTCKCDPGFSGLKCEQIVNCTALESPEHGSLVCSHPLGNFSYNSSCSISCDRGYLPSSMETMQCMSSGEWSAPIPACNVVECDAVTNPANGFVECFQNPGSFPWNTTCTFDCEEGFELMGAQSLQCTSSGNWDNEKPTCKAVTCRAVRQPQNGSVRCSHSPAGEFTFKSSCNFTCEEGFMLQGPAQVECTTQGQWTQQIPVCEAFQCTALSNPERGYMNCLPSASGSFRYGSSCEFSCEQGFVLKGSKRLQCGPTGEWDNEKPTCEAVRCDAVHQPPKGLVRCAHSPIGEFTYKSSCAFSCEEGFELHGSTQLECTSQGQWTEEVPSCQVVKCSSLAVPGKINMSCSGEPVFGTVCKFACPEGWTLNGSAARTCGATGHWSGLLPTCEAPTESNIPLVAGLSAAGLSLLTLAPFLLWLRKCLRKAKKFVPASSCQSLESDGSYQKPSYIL
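Test system: HUVEC | Signal: Immunofluorescence imaging | Read-out: Percent E-selectin-positive cells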
An asterisk follows results filed as active; u = inconclusive; x = no result given. Rows were taken by chance; overall some 3.7% were active at least once.

| Compound | RAD52 anneal inh | F508del corr | Casp6 inh | DENV2 CPE rescue | Xi reactivation | INS-1E GSIS act | RAD54 branch | E-sel inducer |
| --- | --- | --- | --- | --- | --- | --- | --- | --- |
| Cc1cccc(NC(=O)C(CC(C)C)NC(=O)C2CCC(C)CC2)n1 (stereo not drawn) | 2 | -2.1 | 9 | -1 | -0.1 | 3 | x | 0.8 |
| CSc1nn2cc(CCN3CCOCC3)c(-c3ccc(F)cc3)nc2c1C#N | -16 | 3.5 | 0 | 0 | 0.2 | 4 | x | x |
| COc1ccc(C(CNC(=O)c2cc3c(s2)CCC(C)C3)N2CCOCC2)cc1 (stereo not drawn) | -38 | -3.8 | 4 | 2 | 0.3 | x | -5 | -0.2 |
| Cc1noc(C)c1NC(=O)Nc1ccc2c(c1)CC(=O)N([C@H](C)CO)C[C@@H](C)[C@H](CN(C)CC1CC1)O2 | 4 | -1.1 | -2 | u | -0.1 | 17 | 5 | -0.2 |
| COc1ccc(C(=O)C2CCCN(C(=O)c3csc(C(C)=O)c3)C2)c(C)c1 (stereo not drawn) | -9 | -0.6 | 0 | 7 | 0.1 | 6 | -4 | 0.3 |
| C[C@@H]1CN([C@@H](C)CO)C(=O)c2cc(C3=CCCC3)cnc2O[C@H]1CN(C)Cc1ccccc1C(=O)O | 5 | -0.7 | -1 | -3 | 1.9 | 0 | 3 | -0.3 |
| Cc1ccc(CN2CCN(/N=C/c3ccc(C(F)(F)F)cc3)CC2)c(C)c1 | -9 | -2.8 | -2 | -6 | 0.0 | 16 | -5 | x |
| Cc1cc2ncn(CS(C)(=O)=O)c2cc1C | 2 | -2.2 | 0 | 1 | 0.1 | 10 | x | -0.2 |
| Cc1ccsc1C(=O)N1CCC1(C)C(=O)NS(=O)(=O)c1ccc(Br)cc1 (stereo not drawn) | -5 | -2.4 | -4 | 17 | 0.1 | 1 | -3 | -0.1 |
| O=C1NC[C@@H](CCCCN2CCN(CCc3ccccc3)C(=O)C2=O)N(CCc2ccc(O)cc2)C1=O | 0 | 2.3 | x | -2 | 0.2 | 2 | x | 1.5 |
| COC(=O)[C@H](Cc1c[nH]c2ccccc12)NC(=O)Cc1c[nH]c2ccccc12 | -24 | 2.8 | 5 | -3 | 0.0 | -11 | -9 | 0.6 |
| COc1ccc(CN2[C@@H](CC(=O)O)c3cc(F)ccc3S2(=O)=O)cc1 | -12 | 2.5 | -2 | -5 | 0.1 | 8 | -2 | -0.3 |
| COc1ccc(NCC(O)COc2ccc(C(C)(C)C)cc2)cc1 (stereo not drawn) | -6 | x | 2 | -8 | 0.1 | -41 | x | -0.1 |
| O=C(Nc1ccc2c(c1)[C@H]1C[C@H](CC(=O)N3CCOCC3)O[C@H](CO)[C@H]1O2)c1cccnc1 | -17 | 3.6 | 5 | 18 | 0.3 | 18 | 1 | 0.3 |
| C[N+](C)(C)CC(=O)N1CCN(c2ccc3ccccc3n2)CC1 | 5 | 3.0 | -11 | 17 | 0.2 | 14 | 9 | -0.1 |
| O=C(C[C@H]1CC[C@@H](NC(=O)Nc2ccccc2F)[C@@H](CO)O1)NCc1ccc(F)cc1 | 9 | -0.4 | 0 | -4 | 0.4 | -6 | x | 0.6 |
| C[C@H]1CN([C@@H](C)CO)C(=O)c2cccc(NC(=O)Nc3cccc4ccccc34)c2O[C@@H]1CN(C)C(=O)Nc1cccc2ccccc12 | 16 | 5.4 | 2 | -1 | 0.1 | -13 | -1 | -0.2 |
| COCCNC(=O)c1c[nH]c2ccc(S(=O)(=O)N3CCOCC3)cc2c1=O | -15 | -1.1 | x | -3 | 0.0 | -5 | -1 | x |
| C[C@@H]1CN([C@@H](C)CO)C(=O)c2cc(NC(=O)Nc3ccc4c(c3)OCO4)ccc2O[C@@H](C)CCCCO[C@@H]1CN(C)C(=O)NC1CCCCC1 | 10 | -0.7 | -4 | 2 | -0.1 | 14 | -6 | x |
| COc1ccccc1NC(=O)CN1C(=O)C2(OCCCO2)c2ccccc21 | 13 | -0.5 | 6 | 0 | x | -13 | x | x |
| COc1cccc(-c2cnc3c(c2)C(=O)N([C@@H](C)CO)C[C@H](C)[C@@H](CN(C)Cc2ccccc2)O3)c1 | -5 | 0.9 | 3 | u | -0.1 | -5 | -3 | -0.2 |
| Cc1ccc(OC(=O)N(C)C[C@@H]2OCc3ccccc3-c3ccccc3C(=O)N([C@H](C)CO)C[C@H]2C)cc1 | 5 | 0.7 | 0 | -4 | 0.3 | 3 | 1 | -0.2 |
| O=C(Cn1nc(-c2nn(CC(=O)c3ccccc3)c3[n+]2CCCCC3)[n+]2c1CCCCC2)c1ccccc1 | -1 | 0.0 | -49 | 6 | 0.0 | 4 | 2 | 0.2 |
| CCCCN(C=O)c1c(CC)nc2ccc(C(=O)NCc3ccc4c(c3)OCO4)cn12 | -1 | 1.3 | -1 | -10 | 0.0 | 0 | 16 | -0.2 |
| Cc1ccc(NC(=O)c2sc(=S)n(-c3cc(C)ccc3F)c2N)cc1 | -13 | -3.3 | -4 | 5 | 0.0 | -9 | -3 | 0.3 |
| Cc1cc([N+](=O)[O-])nn1CC(=O)NCc1nc2ccccc2[nH]1 | -3 | -3.1 | 0 | -6 | 0.5 | 0 | x | -0.1 |
| Cc1cccc(-c2cnn(-c3ccccc3)c2N)c1 | -8 | -2.8 | 1 | -4 | 0.1 | -11 | -14 | 0.1 |
| Cc1c(C)c2cc(Cl)c(OCC(=O)NCCCN3CCCC3=O)cc2oc1=O | -5 | 0.3 | 2 | 44* | 0.2 | x | -7 | x |
| O=C(NCCCN1CCOCC1)C(=O)NCc1ccco1 | -11 | 0.7 | 2 | -5 | 0.0 | 5 | x | x |
| O=C(Cn1c(C(F)(F)F)nc2ccccc21)N/N=C/c1ccco1 | 2 | 0.0 | 1 | 0 | 0.0 | 6 | x | x |
| CC1(C(=O)NS(=O)(=O)c2ccc(Cl)s2)CCN1C(=O)C1(c2ccccc2)CCCC1 (stereo not drawn) | -9 | -1.1 | 4 | 3 | 0.2 | 111* | 8 | -0.4 |
| N#CCCN(Cc1cccnc1)C(=S)Nc1ccc(OC(F)F)cc1 | -2 | -1.9 | 0 | -3 | -0.4 | 11 | x | 1.0 |
| CC1CN(C(=O)/C=C/c2ccc([N+](=O)[O-])s2)CC(C)O1 (stereo not drawn) | -13 | -0.7 | 9 | -5 | u | -5 | x | x |
| Cc1ccc(C(=O)N2CC(=O)NC(=O)C2)cc1 | -5 | 0.2 | -2 | 4 | 0.0 | 4 | -19 | x |
| COc1ccc(CN(C)C[C@H]2Oc3c(NS(=O)(=O)c4ccccc4)cccc3C(=O)N([C@@H](C)CO)C[C@@H]2C)cc1 | 16 | -3.5 | x | 14 | -1.2 | 3 | -7 | 0.5 |
| C[C@@H]1CN([C@H](C)CO)C(=O)c2cc(NS(=O)(=O)c3cccs3)ccc2O[C@@H]1CN(C)Cc1ccc(Oc2ccccc2)cc1 | 45 | -5.6 | 1 | 3 | -0.1 | -35 | 1 | -13 |
| CCOC(=O)c1nc(Nc2ccc(Nc3ccccc3)cc2)c2ccccc2n1 | 11 | 1.1 | 1 | x | -0.9 | 15 | x | 1.1 |
| CSc1ccccc1C(=O)OCC(=O)Nc1c(C)n(C)n(-c2ccccc2)c1=O | 6 | 3.0 | 0 | 19 | 0.3 | x | 6 | 0.0 |
| CCOC(=O)C1CCN(S(=O)(=O)c2c(C)noc2C)CC1 | -1 | 1.6 | 2 | 4 | 0.2 | 12 | -5 | x |
| C[C@H](CO)N1C[C@H](C)[C@H](CN(C)C(=O)Nc2ccccc2)Oc2c(NC(=O)NC3CCCCC3)cccc2C1=O | -12 | 0.3 | 0 | -1 | -1.2 | -4 | 9 | x |
| C[C@@H]1CCCCO[C@@H](CN(C)C(=O)Nc2cccc3ccccc23)[C@H](C)CN([C@@H](C)CO)C(=O)c2cc(NC(=O)c3ccccc3)ccc2O1 | -32 | -2.0 | -2 | -10 | -0.1 | 15 | 1 | x |
| c1ccc(C2c3[nH]c4ccccc4c3CCN2Cc2cccn2-c2cccnc2)nc1 (stereo not drawn) | -1 | -1.3 | 4 | -1 | 0.2 | 16 | x | x |
| COc1cccc(CN2CCCCN3[C@H](C2)[C@@H](c2ccc(-c4cccnc4)cc2)[C@@H]3CO)c1 | x | 1.4 | x | x | 0.0 | -6 | -11 | 0.0 |
| COc1ccc(NC(=O)CSc2nc3ccccc3nc2N2CCOCC2)c(OC)c1 | -15 | -4.4 | 0 | -4 | -0.3 | x | -2 | -0.1 |
| CO[C@@H](CN(C)Cc1ccc2c(c1)OCO2)[C@H](C)CN(C(=O)c1ccccc1)[C@H](C)CO | 0 | -0.5 | -1 | 2 | 0.0 | 10 | 3 | 0.1 |
| CN(C)c1ccc(/C=C/C=N/Nc2nc(N3CCOCC3)nc(N3CCOCC3)n2)cc1 | -21 | -0.4 | 0 | 2 | 0.1 | -5 | 12 | 63* |
| Cc1cc(O)c(C(C)C)cc1NC(=O)Nc1ccc([N+](=O)[O-])cc1 | -6 | -1.2 | 1 | -1 | -0.1 | x | x | 0.5 |
| O=C(Nc1ccc2ccccc2c1)NC1CCS(=O)(=O)C1 (stereo not drawn) | 0 | -3.2 | 3 | -7 | 0.7 | 3 | x | x |
| CCC(=O)N1CC(=O)N2[C@H](CO)[C@H](c3ccc(-c4cccnc4)cc3)[C@@H]2C1 | 22 | -0.1 | 3 | -11 | -0.1 | 13 | x | 0.2 |
| COc1ccc(S(=O)(=O)N(C)C[C@H]2Oc3ncc(/C=C/c4ccccc4)cc3C(=O)N([C@H](C)CO)C[C@@H]2C)cc1 | 17 | 4.5 | 0 | -4 | x | x | 3 | x |
| Cc1cc(NC(=O)C(C)SCC(=O)OCC(=O)N(Cc2ccccc2)C(C)(C)C)no1 (stereo not drawn) | -2 | -1.9 | -1 | -7 | -0.1 | -11 | 0 | -0.3 |
| COc1ccc(NC(=O)CSc2nncn2N)c(OC)c1 | -17 | -0.7 | -1 | -1 | 0.0 | -11 | -12 | 0.2 |
| CCOC(=O)CCNC(=O)N1CCCC(CCC(=O)N(C)CCc2ccccn2)C1 (stereo not drawn) | -3 | -1.0 | 0 | -7 | -0.1 | -19 | x | x |
| CCOc1ccc(S(=O)(=O)NCC(c2ccc3c(c2)OCO3)N2CCN(C)CC2)cc1 (stereo not drawn) | 5 | -0.5 | -4 | -10 | 0.3 | 1 | 1 | -0.4 |
| CS(=O)(=O)C1=NN2C(=N)/C(=C\c3ccc(OC(=O)c4ccco4)cc3)C(=O)N=C2S1 | -44 | -3.1 | 14 | -3 | 0.3 | 2 | -2 | x |
| CC(=O)Nc1cccc(Cn2cccn2)c1 | -5 | -1.3 | 0 | -1 | x | 8 | x | x |
| C[C@@H]1CN([C@H](C)CO)C(=O)c2cccc(NC(=O)C3CCOCC3)c2O[C@H]1CN(C)C(=O)Nc1ccc(C(F)(F)F)cc1 | -13 | 0.6 | 0 | -10 | -0.1 | 19 | 6 | 0.6 |
| Cc1sc2c(c1C)C(=O)/C(=C\Nc1ccncc1)S(=O)(=O)N2C | -45 | 1.6 | 3 | -5 | 0.0 | x | -6 | 0.9 |

Assay outcomes as filed in PubChem BioAssay.
